KDM5B inhibitor: blocks human KDM5B histone demethylase activity; Q9UGL1; KDM5B demethylase, FDH-coupled NADH fluorescence (FDH is formaldehyde dehydrogenase); Potency, µM (titrated, usually from 57.7 µM), for inactives: at the top dose activity change, negative = inhibition, hits mostly inhibitors; 220,000 tested, 2.6% active; active = well fitted inhibition curve with a large enough effect; inconclusive = small, poorly fitted or top-dose-only effect; inactive = no such curve, though single readings can be large or run the other way; note: 0% is about no effect; nearly all actives have a fitted effect of over 70% in size
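Here, H3K4me3 peptide (12.5 µM in substrate mix) is demethylated by KDM5BΔAP, 200 nM final, after 10 min compound exposure. Formaldehyde product is coupled through FDH (0.25 U/mL in mix) to NADH fluorescence; 30-min ΔRFU feeds dose-response curves.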
Active calls of the source: *; i = inactive; ? = inconclusive; [ ] = remark or other dose. Potency is the fitted concentration of half-maximal effect. A portion of the library; rates above refer to the full screens.

SMILES	KDM5B inhibitor
CC1CCN(c2nc3c(c(=O)[nH]c(=O)n3C)n2CC(=O)O)CC1	-8%
Clc1ccc(CNc2cc(-c3ccccc3)nc3nncn23)cc1	?
CC(C)Oc1ccc(-c2nc(NCc3ccco3)c3ccccc3n2)cc1	?
COc1cccc(NC(=O)c2sc3nc(C)c(C(=O)Nc4ccc(C)cc4C)c(-c4ccco4)c3c2N)c1	-3%
CN(C(=O)Cn1nc(C(=O)O)c2ccccc2c1=O)C1(C#N)CCCCC1	22%
CCc1cccc(NC(=O)N2C[C@@H](F)C[C@H]2C(=O)N2CCc3ccccc3C2)c1	15%
COCCN(Cc1ccco1)C(=O)Cn1ncc2c([nH]c3ccccc32)c1=O	?
CCOC(=O)C1CCCN(C(=O)CSC(C)(C)C)C1 (stereo not drawn)	18%
COc1ccc(OCc2nc(C)c(CCO)c(=O)n2CC(=O)NC(C)CCc2ccccc2)cc1 (stereo not drawn)	13%
C=C(C)Cn1c(N2CCN(Cc3c(F)cccc3Cl)CC2)nc2c1c(=O)[nH]c(=O)n2C	18%
COC(=O)c1oc2cc(OC)ccc2c1C	-32%
N#Cc1ccc(S(=O)(=O)N2CCN(C(=O)c3cnn(Cc4ccccc4Cl)c3)CC2)cc1	15%
CCCN(CCC)CCCNC(=O)Cn1cc2c(n1)-c1c(oc(C(=O)N3CCCC3)c1C)CC2	?
CNC(=O)[C@@H]1CN(C(=O)c2cccc(Br)c2)C[C@H]1CO	-12%
COCC(=O)NC1CCC12CCN(C(=O)c1ocnc1C)CC2 (stereo not drawn)	19%
Cc1ccc(NC(=O)c2cc(-c3ccccn3)nc3ccccc23)c(O)c1	4%
COc1cccc(OC)c1C(=O)Nc1ccc(N2CCN(C(=O)c3ccco3)CC2)cc1	21%
Cc1nn(-c2ccc(F)cc2)c(Oc2ccc(F)cc2F)c1CCC(=O)NC(C)C	-14%
COC(=O)C[N+]1(CC=C(C)C)CCCCC1	15%
Cc1cccc(N2CCN(C(=O)C3CCCN(S(C)(=O)=O)CCC(=O)NCC3)CC2)c1 (stereo not drawn)	-31%
N#Cc1cccc(Oc2ccc(Cl)c(Oc3cccc(C#N)c3C#N)c2)c1C#N	3%
COc1cc(F)ccc1C(C(=O)O)N1CCC(Oc2cccc(F)c2)CC1 (stereo not drawn)	32%
Cn1cncc1-c1nnc([C@H]2CCN(CC3CCCCC3)C2)o1	?
CSCCCN1CCC(Oc2ccc3ncccc3c2)(C(=O)O)CC1	?
COc1ccc(N2C(=O)C3C(C2=O)C3(c2ccccc2)c2ccccc2)cc1 (stereo not drawn)	12%
COc1ccc(C(=O)N2CCc3cn(C)c4cccc(c34)C2)c(C)c1	-29%
Cc1ncc(CN2CCC(C(=O)Nc3cccc(-c4cscn4)c3)CC2)cn1	0%
CCOC(=O)C1=C(N)Oc2cc(O)ccc2C1c1ccc(F)cc1F (stereo not drawn)	1%
C=CCN(C)C(=O)C[C@@H]1c2nc(NC(=O)COC)sc2C[C@@H]2[C@](C)(CO)[C@H](O)CC[C@]21C	4%
Cn1c(SCC(=O)Nc2nc3ccccc3s2)ncc(C(=O)Nc2ccccc2)c1=O	-3%
CCOC(=O)Oc1ccc2c(=O)c(Oc3ccc(C(C)(C)C)cc3)coc2c1	-3%
CC(C)Cc1nc(C#N)c(N2CCN(c3cccc(Cl)c3)CC2)o1	-22%
COc1ccc(NC(=O)Cn2cc(C(=O)C3CCCCC3)c3ccccc32)cc1	21%
COc1ccc(NC(=O)C2CCCN(c3ncnc4c3nc3n4CCCCC3)C2)c(OC)c1 (stereo not drawn)	13%
Cc1cc2c(cc1S(=O)(=O)NCc1ccccc1Cl)OCCN2C	?
CCCCc1[nH]nc2c1C1(C(=O)Nc3ccc(Cl)cc31)C(C#N)=C(N)O2 (stereo not drawn)	-7%
CCOC(=O)C1CCN(c2nc3c(S(=O)(=O)c4ccc(C)c(C)c4)nnn3c3ccc(Cl)cc23)CC1	?
COc1cccc(NC(=O)CCCc2nc(C(C)C)no2)c1	7%
CN(C)C(=O)c1ccc(-c2ncc3c(n2)OCCN(Cc2ccccc2)C3=O)cc1	-14%[86.2 µM]
Cc1cc2ccccc2n1CC(=O)Nc1ccccc1	7%
COc1ccccc1-c1coc2cc(OCC(=O)OCCC(C)C)ccc2c1=O	-22%
N#Cc1cccc(N2CCC3(CCC(=O)N(CC4CCCO4)C3)CC2)n1 (stereo not drawn)	25µM*
Cc1cnc(CC2CCN(C(=O)Nc3ccccc3F)C2)n1C(C)C (stereo not drawn)	16%
O=C(CSc1nnc2[nH]c(=O)cc(-c3ccccc3)n12)Nc1ccc(OC(F)(F)F)cc1	?
N#Cc1nc(C2CC2)oc1N1CCN(C(=O)c2cc(F)cc(F)c2)CC1	0%
Cc1noc(-c2cn(C3CCN(C(=O)c4ccc(F)c(F)c4)C3)nn2)n1 (stereo not drawn)	15%
COc1ccc(-c2noc(-c3ccc(NCCc4ccccc4)c([N+](=O)[O-])c3)n2)cc1OC	9%
Cc1cccc(-c2c(NC(=O)C(C)C)oc3c(C)cccc3c2=O)c1	10%

Grouped by structure, the entries above with an aryl thioether with sulfur outside any ring
SMILES	KDM5B inhibitor
Cn1c(SCC(=O)Nc2nc3ccccc3s2)ncc(C(=O)Nc2ccccc2)c1=O	-3%
O=C(CSc1nnc2[nH]c(=O)cc(-c3ccccc3)n12)Nc1ccc(OC(F)(F)F)cc1	?

Further compounds
SMILES	KDM5B inhibitor
Cc1cc(NC(=O)Cn2ccn3nc4c(c3c2=O)CCCC4)no1	25µM*
Cc1cnc(C(=O)NCCc2c[nH]c3ccccc23)cn1	8%
OC1CCOC2(CCN(Cc3ccc4c(c3)CCO4)CC2)C1 (stereo not drawn)	-19%
CC(C)C(=O)N1CCC(n2nccc2NC(=O)CCOc2ccccc2)CC1	-15%
CCc1ccc(N(CC)C(=O)c2ccc3c(=O)n4c(nc3c2)CCCCC4)cc1	2%
Cc1cccc(NC(=O)Cn2cc(C(=O)C3CCCCC3)c3ccccc32)c1	20%
O=C(O)C1(Cc2ccccc2F)CCCN(c2ncccn2)C1 (stereo not drawn)	-14%
CCC(=O)Nc1c(C)cc(C)cc1C	27%
Cc1ccccc1CNCCSc1nnnn1C	13%
N#Cc1ccccc1NC(=O)CSc1ncn[nH]1	-13%
CN(C)c1cc(-c2ccc(Cl)cc2)oc(=O)c1Cl	1%
Cc1ccccc1C(=O)N1CCC(CCC(=O)NCCC(C)C)CC1	17%
CCCCC(CC)COc1ccc(C(C)=O)cc1 (stereo not drawn)	31%
O=C(COc1ccc2nc3n(c(=O)c2c1)CCC3)NC1CCCCCC1	12%
O=C(NCc1ccco1)c1cccc2c1CCN2C(=O)Nc1ccc(F)cc1	-34%
Cc1ccc(-c2csc(-c3c(N)c(C(=O)c4ccc5c(c4)OCO5)n4ccccc34)n2)cc1	-6%
COc1ccc(NC(=O)CCc2c(C)nc3c(-c4ccccc4)c(C)nn3c2C)cc1Cl	?
CCN(CC)S(=O)(=O)c1ccc(NC(=O)C2CCCN(C(=O)c3ccc(Cl)cc3)C2)cc1 (stereo not drawn)	3%
O=C(O)Cn1c(=O)c2cccn2c2ccccc21	25%
Cc1oc2cc(OCCN3CCN(C)CC3)ccc2c(=O)c1-c1ccc(Cl)cc1	4%
CCOc1ccccc1CNC(=O)c1ccc(Cn2c(SCc3ccccc3)nc3cccnc32)cc1	?
O=C(C1CC1)N1CCC(c2nc(C3CCOCC3)no2)C1 (stereo not drawn)	-26%
CCOc1cccc(C(=O)Nc2ccc(S(=O)(=O)N(Cc3ccccc3)c3ccccc3)cc2)c1	?
COC(=O)c1cn([C@H]2CO[C@H]3[C@@H]2OC[C@H]3OC(=O)Nc2cccc(C#N)c2)nn1	-1%[86.2 µM]

Gathered by group, the compounds so far with a furan ring, fused or not.
SMILES	KDM5B inhibitor
CC(C)Oc1ccc(-c2nc(NCc3ccco3)c3ccccc3n2)cc1	?
COc1cccc(NC(=O)c2sc3nc(C)c(C(=O)Nc4ccc(C)cc4C)c(-c4ccco4)c3c2N)c1	-3%
COCCN(Cc1ccco1)C(=O)Cn1ncc2c([nH]c3ccccc32)c1=O	?
COC(=O)c1oc2cc(OC)ccc2c1C	-32%
CCCN(CCC)CCCNC(=O)Cn1cc2c(n1)-c1c(oc(C(=O)N3CCCC3)c1C)CC2	?
COc1cccc(OC)c1C(=O)Nc1ccc(N2CCN(C(=O)c3ccco3)CC2)cc1	21%
O=C(NCc1ccco1)c1cccc2c1CCN2C(=O)Nc1ccc(F)cc1	-34%

Back to the main list with the 2 entries that preceded the break.
SMILES	KDM5B inhibitor
CCOc1cccc(C(=O)Nc2ccc(S(=O)(=O)N(Cc3ccccc3)c3ccccc3)cc2)c1	?
COC(=O)c1cn([C@H]2CO[C@H]3[C@@H]2OC[C@H]3OC(=O)Nc2cccc(C#N)c2)nn1	-1%[86.2 µM]
COc1ccc(-c2nc3cnccn3c2NC2CCCC2)cc1	?
Cc1ccc(C2CCCN2C(=O)Nc2ccccc2Cl)cc1 (stereo not drawn)	1%
COc1cccc(-c2ocnc2C(=O)Nc2ccc(Br)cc2F)c1	-2%
O=C1NCc2ccccc2CC12CCCN(Cc1ccnc3ccccc13)C2 (stereo not drawn)	?
O=C(O)CNC(=O)Cn1nc2c(cc1=O)CCCCC2	5%
O=C(NC[C@H]1Cn2ccnc2CO1)c1cc(F)cc(F)c1	-28%[86.2 µM]
COCC(=O)N[C@H]1C[C@@H]2C(=O)N[C@H]3CCN(C(=O)c4cccn4C)[C@@H]3C(=O)N2C1	-10%[86.2 µM]
CNC(C)c1ccccc1 (stereo not drawn)	7%[230 µM]
Cc1ccc(NC(=O)CSc2nc3ccccc3o2)cc1	-5%
COc1ccc(S(=O)(=O)N2CCc3c(C(=O)Nc4cccc(C)c4)cccc32)cc1	-22%
CCOCCn1c(=O)[nH]c2cc(C(=O)N(C)Cc3cnn(C)c3)ccc21	16%
COc1ccc(CN2CCc3nc(C(C)C)nc(-c4ccc(O)cc4)c3CC2)cc1	-15%
COC(=O)c1c(NC(=O)CS(=O)(=O)c2ccc(C)cc2)sc2c1CCCC2	-24%
CC[C@H]1CN(C(=O)C(C)(C)C)CC[C@H]1CC(=O)N(CC)C(=O)NCCCN(C)C	-12%[86.2 µM]
COc1ccccc1C(=O)N1CCC(N2CCCC2=O)CC1	0%[149 µM]
O=C(Nc1ccc2oc(=O)ccc2c1)c1ccccc1	?
CN(C)C[C@@H]1CN(c2ccncn2)C[C@H]1NC(=O)c1cccc2[nH]ccc12	i
CCC(=O)N1c2ccccc2CC1c1nc(C(C)C)no1 (stereo not drawn)	-8%
CCOc1ccccc1NC(=O)c1ccc2c(Cl)c3c(nc2c1)CCC3	-27%
CC(NC(=O)c1ccc(Cl)cc1)C12CC3CC(CC(C3)C1)C2 (stereo not drawn)	17%
COc1ccc(C2Cn3nnc(C(=O)Nc4cc(C)ccc4F)c3CO2)cc1 (stereo not drawn)	-28%
O=C1CC2(CCN(C(=O)c3ccccc3F)CC2)Oc2ccccc21	25µM*
CC(=O)NS(=O)(=O)c1ccc(NS(=O)(=O)c2ccc3ccccc3c2)cc1	-3%
CCOC(=O)C1=CN(CC(=O)Nc2ccc(C(C)=O)cc2)S(=O)(=O)N=C1C	-5%

Arranged by heavy-atom count (largest number first): part of the list above
SMILES	KDM5B inhibitor
CC[C@H]1CN(C(=O)C(C)(C)C)CC[C@H]1CC(=O)N(CC)C(=O)NCCCN(C)C	-12%[86.2 µM]
CCOc1ccccc1NC(=O)c1ccc2c(Cl)c3c(nc2c1)CCC3	-27%
O=C1CC2(CCN(C(=O)c3ccccc3F)CC2)Oc2ccccc21	25µM*
CCC(=O)N1c2ccccc2CC1c1nc(C(C)C)no1 (stereo not drawn)	-8%

The list continues:
SMILES	KDM5B inhibitor
CCN1CCN(CCNC(=O)c2nnn3cc(-c4ccccc4)[nH]c(=O)c23)CC1	28µM*
O=C(Nc1cccc(Br)c1)N1CCC(CN2CCCCCC2)CC1	?
O=C(CCCc1nc(-c2ccc(Cl)cc2)no1)NCC1CCCO1 (stereo not drawn)	16%
COc1ccccc1C(=O)Nc1ccnn1C1CCN(c2nccc(N)n2)CC1	?
CCOc1ccc2oc(C(=O)N3CCN(CC(=O)Nc4ccc(F)cc4)CC3)c(C)c2c1	1%
COc1ccc(OC)c(Nc2nc(NCC(C)C)nc3c2cnn3-c2ccccc2)c1	?
O=C(Nc1ccc(CN2CCCC2)cc1)Nc1ccc2c(c1)OCCO2	13%
NC(=O)[C@@H]1CN(C(=O)CC2=CCCCC2)C[C@H]1COc1ccccc1	29%
Cc1cnc(C(=O)Nc2cccc(OC3CCCC3)c2)cn1	-11%
Cc1ccc(NC(=O)CSc2nc3ccc(NC(=O)CCc4ccccc4)cc3s2)cc1	10%
COc1cccc(Oc2c(C)oc3cc(OC)ccc3c2=O)c1	10%
COc1ccc(C(=O)N2CCc3ccc(C(=O)NCc4cccc(OC)c4)cc32)cc1	-24%
COc1ccc(-c2[nH]ncc2CNC(=O)C(c2ccccc2F)N(C)C)cc1 (stereo not drawn)	17%
O=C(O)COCCOCC(=O)O	2%
O=S(=O)(c1cccnc1)N1CCCCC1CCN1CCOCC1 (stereo not drawn)	2%
CCN(CC)CCCNC(=O)CNC(=O)c1nn(-c2ccc(OC)c(OC)c2)c(=O)c2ccccc12	22%
COc1ccc(NC(=O)c2ccc3[nH]c(C)cc(=O)c3c2)cc1	-22%
C#CCN1CC(N(C)CCOC(=O)c2cc3ccccc3[nH]2)CS1(=O)=O (stereo not drawn)	70%[activator]
CCOc1ccc(-c2cc(C(=O)O)c3ccccc3n2)c(OCC)c1	-12%
O=C(C1CCCN(Cc2ccccc2C(F)(F)F)C1)N1CCCCC1 (stereo not drawn)	-26%
CCOC(=O)N1CCC(N(CCN(C)C)C(=S)Nc2cc(Cl)cc(Cl)c2)CC1	24%
CCOc1ccc(NC(=O)COc2ncnc3c(Cl)cc(Cl)cc23)c([N+](=O)[O-])c1	16%
CC(=O)Nc1ccc(C(=O)N2CCC3(CC2)CN(C(=O)NC(C)C)Cc2ccccc2O3)cc1	21%[115 µM]
